Screens as filed in PubChem.
EPAC1 antagonist: qHTS for Antagonist of cAMP-regulated guanine nucleotide exchange factor 3 (EPAC1): primary screen. 360,000 tested, 0.14% active. EPAC1 GEF assay, Rap1b-BODIPY-GDP exchange fluorescence. Rap guanine nucleotide exchange factor 3 (Homo sapiens), O95398. Potency, µM (series often up to 115 µM), inactives show top-dose activity change, negative = inhibition, actives largely listed as inhibitors;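 note: potency is the fitted concentration of half-maximal effect; plate controls were vehicle for no effect and positive control for full effect; nearly all actives have a fitted effect of over 50% in size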
PI5P4Ka inh: qHTS for Inhibitors of phosphatidylinositol 5-phosphate 4-kinase (PI5P4K); Phosphatidylinositol 5-phosphate 4-kinase type-2 alpha (Homo sapiens), P48426; PI5P4Kalpha enzyme, ADP-Glo luminescence, 60 min; stronger effect = lower value; max response, %; 330,000 tested, 1.2% active; AID 652105, 2013; active = max response of -50% or lower; inconclusive = between -30% and -50%; inactive = -30% or higher; note: value at the top dose of about 77 µM; % is set by controls: 0 for no effect and ±100 for the full control effect
Target sequence (P48426 whole entry, looked up): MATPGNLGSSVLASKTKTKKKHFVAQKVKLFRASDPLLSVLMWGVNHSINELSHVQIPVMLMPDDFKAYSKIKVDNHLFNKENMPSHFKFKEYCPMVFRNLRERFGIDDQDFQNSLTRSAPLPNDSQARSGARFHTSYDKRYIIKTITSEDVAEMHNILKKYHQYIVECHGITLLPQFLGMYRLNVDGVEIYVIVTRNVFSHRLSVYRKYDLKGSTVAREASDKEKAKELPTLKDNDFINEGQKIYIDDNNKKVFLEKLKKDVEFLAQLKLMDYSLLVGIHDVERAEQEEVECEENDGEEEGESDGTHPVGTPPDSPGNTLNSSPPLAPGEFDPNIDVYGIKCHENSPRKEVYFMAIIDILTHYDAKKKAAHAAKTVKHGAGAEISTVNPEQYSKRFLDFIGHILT
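Human PI5P4Kalpha with substrate in 0.038 M HEPES pH 7.4, 0.28 mM EGTA, 0.1% CHAPS, 5% DMSO; reaction started with 5 microM ATP (final), 60 min at room temperature. ADP formed read by ADP-Glo luminescence.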
EPAC1 agonist: qHTS for Agonist of cAMP-regulated guanine nucleotide exchange factor 3 (EPAC1): primary screen; EPAC1 agonist qHTS, biochemical assay; response scale: 100% = response to 6.5 mM cAMP; Potency, µM (doses to about 154 µM), without a hit: at the top dose activation, usual class: activators; 360,000 tested, 0.073% active; AID 720707, 2013; note: potency is the fitted concentration of half-maximal effect; nearly all actives have a fitted effect of over 60% in size
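Read-out is the fluorescence drop as BODIPY-GDP leaves Rap1B (480 nm excitation, 540 nm emission), recorded every 5 minutes over 30 minutes. Reactions held 100 nM EPAC1, 250 nM Rap1B–BODIPY-GDP and 50 uM GDP, with 6.5 mM cAMP setting full activation.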
WRN helicase inh: qHTS for Inhibitors of WRN Helicase; AID 651768, 2012; 360,000 tested, 0.46% active; Bifunctional 3'-5' exonuclease/ATP-dependent helicase WRN (Homo sapiens), Q14191; Potency, µM (titrated, usually from 114 µM), inactives show at the highest dose activity change, negative = inhibition, actives largely listed as inhibitors; WRN helicase unwinding, fluorescent forked duplex, kinetic; note: potency is the fitted concentration of half-maximal effect; % is set by controls: 0 for no effect and ±100 for the full control effect; nearly all actives have a fitted effect of over 55% in size
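Kinetic fluorescence helicase assay: unwinding of a quenched forked DNA duplex (100 nM final) with 2 mM ATP final raises red fluorescence (525/598 nm). Compounds sat 15 min at room temperature with 20 nM WRN beforehand.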
Abeta yeast res: qHTS for compounds that reverse cellular toxicity of Amyloid beta (A-beta) peptide in yeast: Primary Screen | yeast expressing A-beta42, growth rescue, OD600, 48 h; response scale: 0% DMSO, 100% iron-clioquinol control | Potency, µM (doses to about 46.1 µM), for inactives: top-dose growth rescue, actives largely listed as activators | 410,000 tested, 0.063% active | AID 1347071, 2019; note: potency is the fitted concentration of half-maximal effect; nearly all actives have a fitted effect of over 55% in size
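Yeast A-beta toxicity model in growth medium with pinned compounds, 48 h at 30 C; growth read as absorbance at 600 nm. Normalized to FeCl3/clioquinol equimolar mix (positive) and DMSO (negative).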
IL2 activator: qHTS of IL-2 Activators; IL-2 activation reporter assay, cell-based qHTS; stimulated with anti-CD3/CD4/CD28 beads; in transgenic mouse T cells; 360,000 tested, 0.065% active; activation, % (series mostly up to about 46 µM); AID 652025, 2013; in the data active = activation above about 50%; inconclusive = mostly about 30% to 49%; note: 0% is about no effect
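Using fluorescent plate cytometry, EGFP and DsRed are detected in transgenic mouse T cells stimulated 18 h at 37 degrees C with antibody-coated beads after 60 min compound pretreatment.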
PLK1 PBD inh: qHTS for Inhibitors of PLK1-PDB (polo-like kinase 1 - polo-box domain): Primary Screen; 360,000 tested, 2.8% active; Serine/threonine-protein kinase PLK1 (Homo sapiens), P53350; Plk1 PBD binding of FITC phosphopeptide, fluorescence polarization; Potency, µM, for inactives: max response, negative = inhibition, most hits filed as inhibitors; note: potency is the fitted concentration of half-maximal effect; series mostly up to about 57 µM; % is set by controls: 0 for no effect and ±100 for the full control effect; nearly all actives have a fitted effect of over 65% in size
Target sequence (P53350 whole entry, looked up, the tested form may be a part): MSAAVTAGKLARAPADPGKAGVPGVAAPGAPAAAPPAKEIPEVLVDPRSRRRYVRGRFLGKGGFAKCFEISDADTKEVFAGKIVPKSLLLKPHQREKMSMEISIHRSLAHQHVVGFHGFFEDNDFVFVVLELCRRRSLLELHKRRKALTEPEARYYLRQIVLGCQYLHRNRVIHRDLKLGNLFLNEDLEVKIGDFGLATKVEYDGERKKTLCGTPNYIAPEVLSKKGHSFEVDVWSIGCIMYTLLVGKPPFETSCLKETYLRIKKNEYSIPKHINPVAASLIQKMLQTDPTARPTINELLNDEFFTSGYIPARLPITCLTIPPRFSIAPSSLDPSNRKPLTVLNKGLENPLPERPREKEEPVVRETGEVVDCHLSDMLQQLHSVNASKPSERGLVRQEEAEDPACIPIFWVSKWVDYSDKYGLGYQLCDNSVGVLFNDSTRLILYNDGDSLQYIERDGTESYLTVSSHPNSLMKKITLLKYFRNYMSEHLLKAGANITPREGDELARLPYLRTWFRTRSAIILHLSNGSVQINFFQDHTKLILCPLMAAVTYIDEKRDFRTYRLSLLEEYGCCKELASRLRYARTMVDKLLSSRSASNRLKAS
FUS yeast rescue: qHTS for Suppressors of FUS Proteinopathy: Primary screen using FUS-linked yeast assay | Potency, µM (doses to about 76.6 µM), inactives show top-dose growth rescue (activation), most hits filed as activators | 390,000 tested, 0.24% active | S. cerevisiae FUS-expressing, growth rescue, OD600, 24 h | AID 1347120, 2019;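 note: potency is the fitted concentration of half-maximal effect; plate controls were DMSO vehicle for no effect and reference control for full effect; nearly all actives have a fitted effect of over 55% in size; some results filed as inactive show a strong effect at the top dose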
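Toxicity suppression screen in FUS-yeast. Cells induced with 2% galactose, starting OD 0.005, treated 24hr at 30C with compounds at multiple final concentrations; growth by OD600.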
Active calls of the source: *; ? = inconclusive; · = no result given; [ ] = another dose, or the depositor's remark. Unless noted, calls come from the whole dose curve; as a rule, active = well fitted curve in the direction sought with a large enough effect; inconclusive = small, poorly fitted or top-dose-only effect, or another doubt; inactive = no such curve, though single readings can be large; an effect the other way counts as inactive or inconclusive. Rows were taken by chance; any-hit rate near 4.1%.

molecule	EPAC1 antagonist	PI5P4Ka inh	EPAC1 agonist	WRN helicase inh	Abeta yeast res	IL2 activator	PLK1 PBD inh	FUS yeast rescue
CCN(CC(=O)N(CC(C)C)c1c(N)n(CC(C)C)c(=O)[nH]c1=O)Cc1nc2ccccc2c(=O)[nH]1	9%	0	-7%	-4%	1%	-0.8	8%	12%
O=C(OCc1ccc(Cl)cc1)c1cnccn1	-4%	-4	-3%	0%	-9%	-2.2	-5%	6%
Cc1cnn(-c2nc(-c3ccccc3)cc(-c3ccccc3)n2)c1	-12%	-7	9%	-8%	8%	-0.5	0%	19%
N/C(=N\OC(=O)c1cccc(F)c1)c1cccc([N+](=O)[O-])c1	-33%	-6	6%	-15%	12%	0.3	-19%	-1%
O=C(CCc1nc2ccccc2s1)OCC(=O)c1ccc[nH]1	12%	-11	5%	-3%	19%	0.1	9%	9%
CC(=O)N/C(=C\c1ccc(F)cc1)C(=O)OC(C)C	-4%	3	13%	1%	-5%	-1.6	2%	-15%
CCCn1nnc2c(=O)oc3ccccc3c21	-1%	1	-2%	5%	11%	14	5%	·
Cc1nn(-c2ccc(C(=O)O)cc2)c(=O)c2ccccc12	1%	-4	5%	4%	2%	-1.1	?	16%
CC(Sc1nc(N)cc(=O)[nH]1)C(=O)N1CCOCC1 (stereo unspecified)	2%	?	-9%	-21%	-2%	0.8	-4%	17%
COc1ccc(CNC(=O)COC(=O)c2c(C)nn(-c3ccccc3)c2C)cc1OC	-5%	11	13%	-12%	-15%	-0.7	-2%	26%
CCOC(=O)N1CCN(C(=O)C(=O)c2cn(CC(=O)N3CCCCCC3)c3ccccc23)CC1	-2%	0	-14%	-22%	10%	-0.5	-20%	18%
O=C1N=C(N2CCCCC2)S/C1=C\c1ccccc1F	-6%	2	-3%	-4%	19%	-0.3	-6%	9%
COc1ccc(/C=C2/N=C(SC)NC2=O)cc1OC	3%	6	2%	-26%	7%	1.5	-5%	6%
COc1ccc(NC(=O)C(=O)NNC(=O)COc2ccc(OC)cc2)cc1	-2%	8	0%	-1%	-5%	0.4	-3%	-16%
CCN(CC)/C(Sc1ccccc1)=C(\C(Cl)=C(Cl)Cl)[N+](=O)[O-]	-8%	-1	10%	?	21%	-4.2	?	4%
CCCCOC(=O)C1=C(C)NC(=O)NC1c1ccc(N(C)C)cc1 (stereo unspecified)	1%	11	-2%	0%	-1%	-0.6	5%	-3%
COC(=O)NNC(=O)c1ccccc1OC	-21%	1	0%	3%	11%	-0.4	-14%	-7%
CCC(Cc1ccccc1)NC(=O)c1cc(S(=O)(=O)N2CCCCC2)c[nH]1 (stereo unspecified)	6%	3	-26%	0%	-27%	-3.8	4%	-1%
CC(CCc1ccccc1)NC(=O)c1nnc(Cc2ccc(Cl)cc2)o1 (stereo unspecified)	-8%	-3	-3%	-8%	19%	-4.2	-3%	-1%
COCCN(C(=O)COC(=O)COc1ccc(Cl)c(C)c1)c1c(N)n(Cc2ccccc2)c(=O)[nH]c1=O	-9%	0	-5%	-34%	10%	-3.5	-10%	28%
Cc1ccccc1CC1(CO)CCCN(C(=O)c2ccccc2Cl)C1 (stereo unspecified)	12%	-2	-1%	-1%	26%	-4.2	-4%	14%
Cc1cccc(NC(=O)c2cccc(NC(=O)c3ccco3)c2)c1	-15%	1	-1%	-5%[57.1 µM]	11%	-2.4	7%	11%
O=c1c2ccccc2nc(-c2ccco2)n1-c1nc2ccccc2s1	-9%	-2	5%	-7%	6%	-2.6	-3%	9%
Cc1c(NC(=O)CN2CCN(c3ccc(O)cc3)CC2)c(=O)n(-c2ccccc2)n1C	4%	-4	8%	-5%	13%	-2.6	-7%	-20%
COc1cccc(/C=N/Nc2nc3ccccc3[nH]2)c1OC	-25%	-4	9%	-14%	-6%	1.0	-11%	19%
CC(C)(C)n1nnnc1C(c1cccs1)N1CCCC2(CCCCC2)C1 (stereo unspecified)	10%	·	-4%	10%	-1%	-2.8	-2%	18%
CCC(=O)N1CCc2cc(Br)cc(S(=O)(=O)CCC(=O)N(CC)CC)c21	-5%	0	9%	-8%	-8%	0.7	-5%	4%
COc1ccc(C(=O)NN2C(=S)N(c3ccc(OC)cc3)C(=O)C2CC(N)=O)cc1 (stereo unspecified)	-18%	-6	-4%	-6%	-4%	-4.3	1%	21%
Cc1ccc2c(C)c(C(=O)NCCN3CCCC(O)C3)oc2c1C (stereo unspecified)	-15%	3	-17%	9%	-13%	0.7	-1%	-6%
O=[N+]([O-])c1ccc(N2CCN(CC3CCCCC3)CC2)cc1	-7%	2	9%	-8%	1%	-0.5	-3%	-20%

Record cards, from the list above:
CCN(CC)/C(Sc1ccccc1)=C(\C(Cl)=C(Cl)Cl)[N+](=O)[O-] reads EPAC1 antagonist = -8%; PI5P4Ka inh = -1; EPAC1 agonist = 10%; WRN helicase inh = ?; Abeta yeast res = 21%; IL2 activator = -4.2; PLK1 PBD inh = ?; FUS yeast rescue = 4%
Cc1cccc(NC(=O)c2cccc(NC(=O)c3ccco3)c2)c1 reads EPAC1 antagonist = -15%; PI5P4Ka inh = 1; EPAC1 agonist = -1%; WRN helicase inh = -5%[57.1 µM]; Abeta yeast res = 11%; IL2 activator = -2.4; PLK1 PBD inh = 7%; FUS yeast rescue = 11%
COc1ccc(/C=C2/N=C(SC)NC2=O)cc1OC reads EPAC1 antagonist = 3%; PI5P4Ka inh = 6; EPAC1 agonist = 2%; WRN helicase inh = -26%; Abeta yeast res = 7%; IL2 activator = 1.5; PLK1 PBD inh = -5%; FUS yeast rescue = 6%

Next section.
molecule	EPAC1 antagonist	PI5P4Ka inh	EPAC1 agonist	WRN helicase inh	Abeta yeast res	IL2 activator	PLK1 PBD inh	FUS yeast rescue
CCn1c(COc2ccccc2)nnc1SCC(=O)Nc1ccc2c(c1)OCCO2	3%	-5	-3%	2%	12%	-0.1	-7%	-1%
CC(=O)c1cc2c(cc1NC(=O)CCCC(=O)O)OCO2	8%	-5	3%	16%	-13%	1.5	-5%	-12%
O=[N+]([O-])/C(C(=C(Cl)Cl)N1CCN(Cc2ccccc2)CC1)=C1\NCCN1Cc1ccc(Cl)nc1	?	3	-8%	-4%[57.1 µM]	-5%	-0.6	-25%	1%
CC(C)c1cccc(-c2csc(C(O)c3ccc(F)c(F)c3)n2)c1 (stereo unspecified)	-7%	24	1%	-1%	16%	-0.7	-2%	25%
CCOC(=O)c1cnc2ccc(Br)cc2c1NCCCN1CCOCC1	19%	2	7%	-1%	-11%	2.2	-20%	16%
Cc1ccc(C)c(NC(=S)NCc2ccc3[nH]c4c(c3c2)CCCC4)c1	-11%	7	8%	-6%	?	-4.0	-17%	39%
COc1cc(/C=N/Nc2nc(C)cc(C)n2)ccc1O	7%	-1	5%	-1%	-10%	-3.4	2%	-15%
c1ccc2c(c1)OCCOCCOCCO2	-14%	1	-1%	-2%	-9%	-1.2	-8%	1%
COCC(C)N=C1NN=C(c2cccs2)C(CC(=O)O)S1 (stereo unspecified)	-1%	-5	-8%	17%	-2%	2.6	?	-12%
Cc1cc(NC(=O)CSc2nnc(-c3ccoc3C)n2N)no1	-2%	·	9%	-2%	13%	-0.4	-5%	?
Cc1ccc(Cn2c(=O)c3ccccc3n3c(CCC(=O)NCCN4CCOCC4)nnc23)cc1	2%	0	-4%	5%	5%	-2.2	-14%	5%
Cc1c(C(=O)O)oc2c(F)cccc12	-1%	-17	-1%	-3%	5%	-2.0	6%	-24%
Cc1ccc2cc(NC(=O)C3(C)CCN3C(C)C)ccc2n1 (stereo unspecified)	-7%	2	9%	-12%	2%	2.1	-4%	-25%
COc1ccccc1/C=N/NC(=O)CN(C1=NS(=O)(=O)c2ccccc21)c1ccccc1	-21%	2	3%	-12%	?	4.0	-3%	13%
Cc1cc(C(=O)NNS(=O)(=O)c2cc(C(=O)O)ccc2Cl)c(C)n1-c1ccccc1	5%	-25	-6%	-15%	5%	-3.2	-12%	·
O=S(=O)(NCc1csc(-c2cccnc2)n1)c1ccc2c(c1)OCCO2	-1%	-11	-6%	-7%	9%	-0.1	-1%	-6%
Cc1sc2nc(CN3CCOCC3)nc(N3CCN(S(=O)(=O)c4ccccc4)CC3)c2c1C	-27%	1	-7%	-13%	4%	-3.9	1%	·
O=c1c(Cc2c(F)cccc2Cl)c(O)ccn1Cc1ccc2c(c1)OCO2	-3%	2	1%	4%	3%	2.5	3%	-10%
O=C(OCc1nnc(-c2ccc(Cl)cc2)o1)C12CC3CC(CC(O)(C3)C1)C2	?	3	-11%	5%	-5%	0.4	-7%	34%
CCOc1ccc(NC(=O)NC2CCCCCCC2)cc1	-28%	-1	-1%	-1%	-7%	-1.0	-2%	3%
Cc1noc(NS(=O)(=O)c2ccc(NC(=O)c3ccc(Br)o3)cc2)c1C	-11%	3	-3%	-21%	4%	0.1	-10%	37%
CCN(CC)c1ccc(/C=N/NC(=O)Cc2nnc(NC(=O)Nc3ccccc3)s2)cc1	-29%	?	-11%	10%	-9%	-3.7	-13%	18µM*
O=C(Cn1c(NCCO)nc2ccccc21)c1ccc(Cl)cc1Cl	-12%	4	-9%	-3%	-13%	-2.9	6%	6%

Some of the entries so far, with two lines to a compound:
Values run as follows: EPAC1 antagonist, PI5P4Ka inh, EPAC1 agonist, WRN helicase inh, Abeta yeast res, IL2 activator, PLK1 PBD inh, FUS yeast rescue
O=S(=O)(NCc1csc(-c2cccnc2)n1)c1ccc2c(c1)OCCO2
    -1%, -11, -6%, -7%, 9%, -0.1, -1%, -6%
Cc1sc2nc(CN3CCOCC3)nc(N3CCN(S(=O)(=O)c4ccccc4)CC3)c2c1C
    -27%, 1, -7%, -13%, 4%, -3.9, 1%, ·
